CatS block: human cathepsin S inhibition. P25774. recombinant cathepsin S, AMC dipeptide fluorescence, pooled mixtures. inhibition, %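 (tested at 5 µM per compound within 10-compound mixtures)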. 62,000 compounds, 0.06% hits; in the data active = inhibition above about 32%, passing the limit was not always enough;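 note: 0% = enzyme without compound and 100% = blank without enzyme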
CatL block: inhibitors of human cathepsin L; P07711; purified cathepsin L, fluorogenic substrate, fluorescence; inhibition, %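 (tested at 10 µM)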; 58,000 compounds, 0.17% hits; AID 460; in the data active = inhibition above about 45%;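 note: 0% = enzyme with no compound and 100% = no enzyme blank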
CatB mixtures: inhibitors of human cathepsin B in compound mixtures; AID 488; P07858; inhibition, %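 (ten-compound pools at 5 µM per compound and 50 µM total)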; 62,000 compounds, 0.06% hits; Purified cathepsin B, AMC dipeptide fluorescence; in the data active = inhibition above about 22%, passing the limit was not always enough;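 note: 0% = enzyme without compound and 100% = no enzyme blank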
ROCK2 inh: ROCK2 (human) kinase inhibition. O75116. purified ROCK2, Kinase-Glo ATP depletion luminescence. 60,000 compounds, 0.35% hits. inhibition, % at 6 µM;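 active = inhibition above the screen-wide mean inhibition plus 3 SD, cut at about 18% in these data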;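 note: plate controls were DMSO wells for no effect and Y-27632 control wells after no-enzyme background subtraction for full effect; many of its hits are not listed in these tables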
Target sequence (O75116 whole entry, looked up): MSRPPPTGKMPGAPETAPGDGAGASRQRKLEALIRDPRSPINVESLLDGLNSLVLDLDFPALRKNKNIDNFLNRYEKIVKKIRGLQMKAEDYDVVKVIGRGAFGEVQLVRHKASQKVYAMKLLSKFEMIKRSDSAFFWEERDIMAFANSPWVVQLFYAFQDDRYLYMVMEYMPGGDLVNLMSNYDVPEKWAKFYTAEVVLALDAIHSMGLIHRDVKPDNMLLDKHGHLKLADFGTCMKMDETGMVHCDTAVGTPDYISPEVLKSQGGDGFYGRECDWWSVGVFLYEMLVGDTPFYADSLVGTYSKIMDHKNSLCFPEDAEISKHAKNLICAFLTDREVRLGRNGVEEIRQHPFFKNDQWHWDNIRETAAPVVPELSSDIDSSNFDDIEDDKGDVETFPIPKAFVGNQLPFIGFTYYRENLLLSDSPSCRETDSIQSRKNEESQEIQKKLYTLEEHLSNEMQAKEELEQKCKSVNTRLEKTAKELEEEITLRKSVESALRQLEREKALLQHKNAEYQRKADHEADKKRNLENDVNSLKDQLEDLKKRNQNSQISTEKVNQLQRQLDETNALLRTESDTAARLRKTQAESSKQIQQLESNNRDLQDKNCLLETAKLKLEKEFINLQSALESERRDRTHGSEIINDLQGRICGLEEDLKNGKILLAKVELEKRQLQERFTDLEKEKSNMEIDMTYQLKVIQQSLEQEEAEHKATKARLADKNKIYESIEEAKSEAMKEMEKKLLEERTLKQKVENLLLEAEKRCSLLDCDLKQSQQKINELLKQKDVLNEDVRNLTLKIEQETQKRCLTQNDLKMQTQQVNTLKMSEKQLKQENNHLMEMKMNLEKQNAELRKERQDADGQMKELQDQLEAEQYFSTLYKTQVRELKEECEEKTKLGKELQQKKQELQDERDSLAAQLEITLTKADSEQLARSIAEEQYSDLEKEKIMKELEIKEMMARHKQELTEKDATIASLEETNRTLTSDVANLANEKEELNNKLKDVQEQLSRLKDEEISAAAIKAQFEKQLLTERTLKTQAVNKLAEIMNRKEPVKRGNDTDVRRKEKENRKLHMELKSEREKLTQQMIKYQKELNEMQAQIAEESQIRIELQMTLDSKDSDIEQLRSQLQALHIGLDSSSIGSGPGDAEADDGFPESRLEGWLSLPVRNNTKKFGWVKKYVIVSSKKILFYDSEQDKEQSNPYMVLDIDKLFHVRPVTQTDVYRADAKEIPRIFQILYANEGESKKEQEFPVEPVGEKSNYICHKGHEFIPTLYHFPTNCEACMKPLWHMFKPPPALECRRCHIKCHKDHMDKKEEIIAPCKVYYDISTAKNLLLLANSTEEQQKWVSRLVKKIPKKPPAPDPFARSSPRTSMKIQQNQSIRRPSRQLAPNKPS
C1s block: human complement C1s inhibition. AID 538. P09871. 62,000 compounds, 0.16% hits. mean inhibition % of two 10-compound mixtures (hits give high values), % at 5 µM (by protocol). purified C1s, fluorogenic AMC substrate, pooled mixtures;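 active = inhibition above 20% in each of the two 10-compound mixture wells holding the compound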;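 note: 0% = enzyme wells lacking compound mixture and 100% = no-enzyme blank wells; some compounds called inactive have numbers as strong as hits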
PKA kinase inh: PKA (human) kinase inhibition; P17612; PKA Kemptide phosphorylation, Kinase-Glo ATP luminescence; inhibition, % at 6 µM; 65,000 compounds, 0.1% hits; AID 524;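 active = inhibition above the screen-wide mean inhibition plus 3 SD, cut at about 21% in these data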; note: many of its hits are not listed in these tables
CatB block: blocks human cathepsin B protease activity. P07858. purified cathepsin B, fluorogenic substrate, fluorescence. inhibition, %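 (tested at 10 µM)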. 63,000 compounds, 0.1% hits. AID 453; in the data active = inhibition above about 21%;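 note: 0% = enzyme with no compound and 100% = no enzyme blank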
Her2 expr inh: lowers expression of human Her2 kinase | P04626 | SKBR-3 HER2 protein level, AlphaScreen, 18-24 h; hits give low values | HER2 level % of control, % at 10 µM | 65,000 compounds, 0.69% hits | AID 645;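 active = HER2 level under 5% of the carrier-only control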;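 note: 100% = DMSO carrier and 0% = 500 nM PU-H71 HSP90 inhibitor; lower value means stronger loss of Her2 protein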
CatG inh: inhibitors of human cathepsin G | P08311 | purified enzyme, AMC-tetrapeptide fluorescence, pooled mixtures | inhibition, % at 5 µM (by protocol) | 62,000 compounds, 0.2% hits | AID 581;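 active = inhibition above 20% in each of the two mixture wells holding the compound; inactive = inhibition of 20% or less in either well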;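 note: 0% = enzyme control without mixture and 100% = blank lacking enzyme; strong numbers were not always called active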
Numbers without * were called inactive; nt = not tested or not shown. Some of the compounds tested; count on the stated rates, not on these rows.

Preview:
Compound	CatB mixtures	PKA kinase inh	CatL block	ROCK2 inh	CatG inh	CatB block	Her2 expr inh	CatS block	C1s block
CC1(C)Cc2c(sc3c2C2=NCCN2C=N3)CS1	2.7	6.4	-2.7	10.7	-3.5	-4.0	70.8	4.5	-14.4
COc1cccc2cc(C(C)=O)c(=O)oc12	-3.8	-11.2	-2.5	-11.1	-4.7	0.8	93.2	-4.3	-5.6

The whole of this part (from the top)
Compound	CatB mixtures	PKA kinase inh	CatL block	ROCK2 inh	CatG inh	CatB block	Her2 expr inh	CatS block	C1s block
CC1(C)Cc2c(sc3c2C2=NCCN2C=N3)CS1	2.7	6.4	-2.7	10.7	-3.5	-4.0	70.8	4.5	-14.4
COc1cccc2cc(C(C)=O)c(=O)oc12	-3.8	-11.2	-2.5	-11.1	-4.7	0.8	93.2	-4.3	-5.6
CCOC(=O)N1CCC(NC(=O)c2ccc(CS(=O)(=O)c3c(Cl)cccc3Cl)o2)CC1	-3.4	8.6	-6.3	4.9	2.5	-0.3	61.2	0.0	0.5
Cc1cccc(OCCCn2ccnc2)c1	-4.4	5.5	-9.2	0.5	-21.1	-0.5	100.9	-4.2	-35.2
COC(=O)COc1ccc(NC(=O)C2CCCO2)cc1 (stereo not given)	-0.8	-3.6	0.8	1.4	-1.5	4.4	117.3	-1.0	-22.7
CC(C)OCCCNc1ncnc2c1[nH]c1ccc(F)cc12	1.6	-1.0	-9.1	-1.8	12.1	-1.2	33.2	-1.7	4.3
CCCn1c(N2CCN(CC(=O)c3c[nH]c4ccccc34)CC2)nc2c1c(=O)[nH]c(=O)n2C	3.1	10.0	32.2	3.8	4.6	5.1	88.3	-0.8	12.9
O=C(NCC1CCCO1)c1nn2cccnc2c1Cl (stereo not given)	16.9	4.5	18.0	5.3	7.8	3.6	92.3	4.7	4.0
Nc1nnc(SCC(=O)N2CCN(c3ccccc3)CC2)n1-c1ccccc1	5.0	2.0	1.5	0.2	14.3	-1.6	90.3	-2.6	18.5
O=C(NCc1ccco1)C(c1ccncc1)N(CCC1=CCCCC1)C(=O)Cn1nnc2ccccc21 (stereo not given)	3.5	6.8	4.1	8.7	11.5	9.2	85.8	8.2	11.1
c1ccc2c(c1)nc(-c1ccncc1)n1nnnc21	5.1	14.0	3.4	13.5	11.4	0.1	102.5	21.5	14.1
O=c1cc(N2CCC(Cc3ccccc3)CC2)[nH]c(=O)n1C1CCCCC1	2.1	-0.4	-2.7	1.7	4.4	1.2	59.6	-4.9	-2.3
CCc1ccc(N2CCCn3c2nc2c3c(=O)n(CCN3CCOCC3)c(=O)n2C)cc1	3.8	14.1	6.0	8.1	11.1	4.9	99.5	10.0	12.8
O=C1c2ccccc2S(=O)(=O)N1Cc1nnc(-c2ccccc2Br)o1	7.5	10.5	0.8	7.3	10.0	2.5	94.2	20.9	15.0
Cc1ccc(Cn2c(SCC(=O)NCc3ccco3)nc3ccsc3c2=O)cc1	-0.3	3.8	-4.9	nt	6.2	-1.6	40.5	-4.0	-0.1
CCOC(=O)N1CCN(C(=O)C2CCN(S(=O)(=O)CC)CC2)CC1	0.9	-3.0	-7.0	-0.3	2.4	-1.9	80.4	-3.2	3.6
CCCc1cc(=O)[nH]c(/N=C(/NC(=O)C(C)N2C(=O)c3ccccc3C2=O)Nc2ccccc2)n1 (stereo not given)	5.3	-2.1	14.6	1.6	5.5	0.3	nt	22.5	6.1
Cc1ccc2c(CC(=O)Nc3sccc3C(N)=O)coc2c1	-2.9	-5.6	-0.5	-5.0	7.1	-2.7	93.6	-8.4	3.5
COc1cc(C2N(c3ccccc3)CCN2c2ccccc2)ccc1OC(C)=O	5.9	7.1	5.0	5.6	-0.8	3.4	112.4	14.2	-17.5
O=C(Nc1ccccc1N1CCCCC1)c1cccs1	1.6	6.2	3.2	7.4	7.6	2.7	93.5	-9.4	-4.7
CCNS(=O)(=O)c1ccc(OCCNS(C)(=O)=O)cc1	5.8	8.4	nt	8.5	2.6	1.6	81.6	8.8	12.2
CC(CN(C)Cc1ccccc1)OC(=O)c1cccs1 (stereo not given)	1.6	-4.6	11.3	-1.4	10.7	4.9	110.7	11.0	-0.2
CC1(C)CC(=O)C2=C(C1)Oc1ncn(CCO)c(=N)c1C2c1ccccc1 (stereo not given)	1.8	3.9	-7.0	-0.8	-6.0	-3.0	96.9	-8.9	-32.8
CC(C)COC(=O)n1c(SCC(=O)N(C)C)nc2ccccc21	2.3	2.5	4.0	8.3	-4.2	-2.0	99.7	4.0	7.3
O=C(COc1ccccc1)N1CCN=C1c1ccccc1	-0.3	7.1	6.7	8.1	5.5	-0.1	101.1	-11.6	-11.0
COc1cc2c(cc1NCc1ccccn1)oc1ccccc12	-8.0	7.0	7.5	10.4	7.9	4.9	99.2	3.3	-0.2
COc1ccc(C(=O)CSc2nnc(CNC(=O)c3ccc(OC)c(OC)c3)n2C)cc1	2.0	9.6	2.3	6.7	5.7	7.3	131.8	0.1	-29.9
Cc1ccc(S(=O)(=O)N2CCN(C(=O)N(C)C)CC2)cc1C	2.8	-1.1	1.4	-0.5	8.8	3.8	79.5	-3.3	2.0
CN(C)S(=O)(=O)n1cnc2ccccc21	1.2	-6.5	nt	nt	6.1	3.2	58.8	-4.5	-1.0
Cc1ccc(-c2nc3cccnc3o2)cc1NC(=O)COc1ccc(Cl)cc1C	1.7	3.8	nt	3.8	9.7	1.6	46.6	5.4	6.4
COc1cccc2c(C)nc(Nc3nc(CSc4nnc(C)s4)cc(=O)[nH]3)nc12	-2.9	-1.3	-7.4	0.6	-3.5	-0.5	110.8	-1.6	-1.3
CC(=O)c1ccc(-n2nnnc2SCC(=O)N2CCc3ccccc3C2)cc1	4.3	9.3	1.5	5.8	-1.4	4.8	117.8	-0.5	-11.9
O=c1c2ccccc2sc2nc(C3CCCCC3)n(Cc3ccco3)c(=O)c12	2.3	-1.6	9.0	1.3	4.2	5.9	96.5	10.9	-7.8
O=C1C(Cl)=C(N2CCOCC2)C(=O)N1c1cccc(Cl)c1	-4.3	7.6	nt	7.3	-8.0	nt	80.2	2.5	-26.5
CCCOC(=O)c1sc2nc3c(cc2c1N)C(=O)CCC3	0.8	11.2	15.4	2.9	8.7	6.9	95.4	-3.7	13.7
O=C(CSc1ccc2nnc(-c3cccnc3)n2n1)NCc1ccco1	0.1	-11.7	-6.3	-4.2	3.0	0.7	75.3	0.4	2.0
O=C(CSc1ncn[nH]1)Nc1nnc(-c2ccccc2)s1	-1.9	-5.3	nt	-6.9	-4.8	-1.2	103.2	-2.7	-23.3
COc1ccc(C(=O)CSc2nnc(-c3cnccn3)n2Cc2ccco2)cc1	3.9	4.0	0.5	3.4	2.4	-1.7	126.0	0.7	4.6
Cc1ccc(C(=O)CC2(O)C(=O)N(C)c3ccccc32)o1 (stereo not given)	2.0	-8.8	nt	-0.9	-0.5	1.8	89.0	-0.7	-11.4
COc1cccc(OC)c1NC(=O)C1CCCN1C(=O)NCc1ccccc1 (stereo not given)	2.7	-2.1	-10.1	-5.1	8.3	0.3	82.4	-4.0	12.6
[O-][n+]1onc2c1CCc1nnc(-c3ccccc3)cc1-2	2.6	-1.2	1.1	-1.6	-6.2	0.1	60.7	-10.6	-3.4
O=C(NCc1ccco1)C1CCCN(S(=O)(=O)c2cnc[nH]2)C1 (stereo not given)	1.6	3.0	nt	3.2	6.6	-0.8	104.7	-2.4	-4.4
CC(=O)Nc1ccc(S(=O)(=O)n2nc(C)cc2C)cc1	0.8	0.8	10.2	2.1	12.4	0.6	75.8	-2.5	7.8
C=CCN=C(NC#N)SCC(=O)NC(C)(C)C	8.0	-0.9	0.7	-7.3	-3.6	7.2	275.6	7.4	0.3
O=P(O)(O)c1ccccc1OCCCCCOc1ccccc1P(=O)(O)O	2.0	0.1	3.8	-0.1	-1.2	-4.1	104.4	-1.4	-4.7
O=C(C1COc2ccccc2O1)N1CCOCC1 (stereo not given)	4.6	3.8	0.1	2.7	9.1	0.3	78.6	-10.4	18.1
Cc1ccccc1OCC(=O)Nc1ccc(N2CCN(S(C)(=O)=O)CC2)cc1	-0.9	2.6	2.8	-0.7	-2.9	4.7	80.3	18.8	-37.5
CC(C)C[C@H](NC(=O)OC(C)(C)C)c1nnc(SCC(=O)Nc2ccc(Br)cc2)o1	-4.1	3.7	32.9	6.5	10.8	4.4	106.0	8.0	2.9
O=c1nc(-c2ccccc2)c2ccccc2[nH]1	1.2	15.9	nt	4.0	6.6	nt	89.8	-4.6	8.8
CCCN1Cc2cccc(C(=O)Nc3ccc(N4CCN(CC)CC4)cc3)c2C1=O	1.5	2.3	7.3	12.0	3.0	4.3	110.0	7.9	-51.9

Later entries:
Compound	CatB mixtures	PKA kinase inh	CatL block	ROCK2 inh	CatG inh	CatB block	Her2 expr inh	CatS block	C1s block
CN1CCN(c2ncnc3c2cnn3-c2ccc(Cl)cc2)CC1	1.8	-4.4	-3.6	0.1	-16.1	-0.7	nt	11.2	-31.0
COc1cccc(CNC(=O)C2CCCN(S(=O)(=O)c3cnc[nH]3)C2)c1 (stereo not given)	4.1	6.0	nt	-0.2	-7.0	4.3	95.8	7.8	-20.4
COc1ccccc1N1CCN(C(=O)C(C)N(c2ccc(C)c(C)c2)S(C)(=O)=O)CC1 (stereo not given)	1.3	-0.3	3.6	-11.4	-33.3	8.9	nt	-0.7	-11.3
COC(=O)c1c(N)sc(C(C)=O)c1C	4.9	-5.2	20.2	1.3	16.5	0.6	84.1	6.2	16.7
COc1ccc(N2C(=O)CCC(C(=O)N3CCOCC3)C2c2ccc(F)cc2)cc1 (stereo not given)	-0.8	-2.8	-6.3	nt	41.6	3.1	101.5	0.9	4.0
CC(=O)NC1C2CN3CCN(C2)CC1(Cc1ccccc1)C3 (stereo not given)	-0.7	7.3	7.7	2.2	4.8	-0.4	80.5	-2.5	-6.0
O=C(NC1CCCCC1)N1CCCC(c2nc(-c3ccc(S(=O)(=O)N4CCCC4)cc3)no2)C1 (stereo not given)	3.6	6.9	9.2	3.5	7.8	-0.7	112.3	3.8	19.5
CCCCNC(=O)Nc1cnn(CC)c1C(N)=O	0.6	2.3	-15.8	2.6	8.7	0.1	84.7	-1.3	14.8
COc1ccc(CC(=O)Nc2cccc(-c3nnc(-c4ccccc4)o3)c2)cc1OC	1.4	1.6	-3.1	1.9	-6.3	2.9	110.0	-8.6	-18.4
CC(=O)Nc1cccc(NC(=O)CSc2nc(C)c(C)c(C)c2C#N)c1	nt	6.8	-1.2	-5.3	nt	0.2	92.6	nt	nt
CC(C)OCCCNC(=O)CN1CCN(Cc2ccccc2Cl)C1=O	1.4	8.5	1.3	nt	5.6	4.8	106.2	4.4	13.2
CCOc1ccc2[nH]c(S(=O)(=O)CC)nc2c1Cl	-1.6	1.8	5.6	5.3	-3.4	1.8	53.7	2.0	8.7
CCOCCc1nnc(NC(=O)c2cc(OC)c(OC)c(OC)c2)s1	2.2	3.5	12.1	1.0	2.4	1.2	119.3	4.8	-31.9
CC(C)COc1ccc(C(=O)OCCN2CCOCC2)c(O)c1	2.6	-5.1	-2.7	-0.1	11.1	-1.7	110.6	-5.6	-15.3
CCOC(=O)C(C)n1cnc2c(cnn2-c2ccc(Cl)cc2)c1=O (stereo not given)	-3.2	6.1	5.8	5.1	1.9	0.1	178.9	7.8	6.0
CN(C)C(=O)COc1ccc2ccc(=O)oc2c1	0.0	4.3	-25.9	5.3	0.4	0.5	103.8	11.5	0.9
CCOC(=O)Cn1c(=NC(=O)CSC(C)=O)sc2ccccc21	7.0	6.8	nt	-4.3	1.6	1.9	64.7	9.5	-0.1
CCC/C(=C1/C(=O)CC(C)(C)C(C(=O)OC)C1=O)N1CCCC1 (stereo not given)	-3.3	3.6	-9.8	0.5	-4.8	1.9	103.4	-9.0	-13.1

High-throughput results: PubChem, several laboratories
